XiGFP reactiv = activators of X-chromosome reactivation in mouse fibroblasts. XiGFP mouse fibroblasts, % GFP-positive cells imaging, 3 d; cells co-treated with 5-aza-dC sensitizer; scaled so ellipticine positive control = 100%. activation, % at 7.58 µM. actives 0.055% (n = 360,000). AID 743238;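 active means mean normalized replicate activation at least 10% and every replicate at or above 10%; inconclusive means only one of the two criteria met; inactive means mean below 10% and not all replicates reach 10%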;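 further: 0% = median of on-plate neutral control wells and 100% = ellipticine 6 µM median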
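System: XiGFP fibroblasts, SV40-immortalized. Medium: DMEM plus 5-aza-dC sensitizer. Doses: single point. Timing: 3 d treatment, 15 min room-temperature fixation. Control set: ellipticine 6 µM.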
Cneo AK release = Cryptococcus neoformans lysis via adenylate kinase release; C. neoformans lysis, adenylate kinase release luminescence, 4 h; normalised: neutral wells 0, clomiphene wells 100; lysis activity, % at 15 µM; actives 0.2% (n = 360,000); AID 651654;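 active means mean lysis activity across replicates of at least 80%, whatever share of replicates individually reach that level; inactive means mean lysis activity below 80%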
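Material: C. neoformans cells | Amount: Yeast cell density of 5 × 10^6 cells/mL | Medium: Fresh YPD growth medium | Dosing: Single dose | Times: Static 4 h at 37 °C with compound, 1 h detection | Detection: AK luminescence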
C2C12 statin = suppressors of simvastatin-induced myotoxicity in C2C12 myotubes | ATP luminescence, 48 h; scaled: DMSO 0, geranylgeraniol control 100 | rescue of ATP level, % at 7.49 µM | actives 0.78% (n = 330,000);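 active means mean ATP rescue above about 67%, or every replicate alone reaching that limit, limit read from the data, passing the limit was not always enough; inconclusive means no clear call, values can overlap the other calls; inactive means mean under the limit and some replicate under it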;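 further: myotubes were challenged with 10 µM simvastatin during compound exposure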
LGR2 antag = Drosophila LGR2 receptor signaling inhibition; AID 720647; inhibition, % at 9.99 µM; HEK293 LGR2, CRE-luciferase, bursicon-stimulated, 4 h; actives 0.35% (n = 380,000);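 active means drop in luminescence signal, shown as inhibition above about 50% in the replicate tests, limit read from the data, passing the limit was not always enough; inconclusive means probably only some replicates passing the limit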;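 further: agonist challenge used bursicon conditioned medium at about half maximal strength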
PGC1a acetyl inh = PGC1a acetylation modulation, inhibitor mode; actives 0.17% (n = 350,000); U2OS PGC1a acetylation, AlphaScreen anti-acetyl-lysine; with virally co-expressed GCN5 acetyltransferase; inhibition, % at 15.6 µM; AID 651687;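 active means every replicate shows inhibition of at least 40%; inconclusive means mean inhibition at least 40% but some replicate below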;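 further: 0% = neutral control wells and 100% = positive control wells; some results beyond the cut were filed as inactive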
S100A4 inh HTS = inhibitors of human S100A4 binding to myosin IIA peptide. P26447. S100A4/TAMRA-MyoIIA peptide fluorescence polarization. inhibition, % at 10.7 µM. actives 0.14% (n = 360,000);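 active means mean inhibition of at least 70% across replicates, with every replicate also reaching that level; inconclusive means mean inhibition reaches 70% but some replicates fall short; inactive means mean inhibition below 70%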
Target sequence (P26447 whole entry, looked up): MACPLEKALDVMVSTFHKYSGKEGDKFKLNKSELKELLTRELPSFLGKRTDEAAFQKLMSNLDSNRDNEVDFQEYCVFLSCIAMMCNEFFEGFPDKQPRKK
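Assay system: human S100A4 monomer with TAMRA-labelled myosin IIA peptide / Buffer or medium: Calcium-containing HEPES buffer, pH 7.2 / Reagent: TAMRA-labelled myosin IIA heavy-chain peptide probe, 5 nM / Compound: one dose per compound / Timing: polarization read 5 min after assay mix addition, stable 5–60 min / Benchmarks: neutral control DMSO, positive control TFP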
SIRT5 inh = inhibitors of human sirtuin-5 desuccinylase | Purified SirT5, succinyl-peptide AMC, trypsin-coupled fluorescence | inhibition, % at 15 µM | actives 1.1% (n = 330,000); in the data active means inhibition above about 15%; inconclusive means no clear call, values can overlap the other calls
ERAP1 HTS inh = blocks human ERAP1 aminopeptidase activity; recombinant ERAP1, Leu-AMC fluorescence, 60 min; inhibition, % at 10.7 µM; actives 0.15% (n = 340,000); AID 652197; Q9NZ08;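 active means mean replicate inhibition of at least 30%, or all replicates individually reaching that 30% level; inactive means mean below 30% and not every replicate reaching it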;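 further: 0% = neutral control wells and 100% = L-leucinethiol positive control wells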
Target sequence (Q9NZ08 whole entry, looked up): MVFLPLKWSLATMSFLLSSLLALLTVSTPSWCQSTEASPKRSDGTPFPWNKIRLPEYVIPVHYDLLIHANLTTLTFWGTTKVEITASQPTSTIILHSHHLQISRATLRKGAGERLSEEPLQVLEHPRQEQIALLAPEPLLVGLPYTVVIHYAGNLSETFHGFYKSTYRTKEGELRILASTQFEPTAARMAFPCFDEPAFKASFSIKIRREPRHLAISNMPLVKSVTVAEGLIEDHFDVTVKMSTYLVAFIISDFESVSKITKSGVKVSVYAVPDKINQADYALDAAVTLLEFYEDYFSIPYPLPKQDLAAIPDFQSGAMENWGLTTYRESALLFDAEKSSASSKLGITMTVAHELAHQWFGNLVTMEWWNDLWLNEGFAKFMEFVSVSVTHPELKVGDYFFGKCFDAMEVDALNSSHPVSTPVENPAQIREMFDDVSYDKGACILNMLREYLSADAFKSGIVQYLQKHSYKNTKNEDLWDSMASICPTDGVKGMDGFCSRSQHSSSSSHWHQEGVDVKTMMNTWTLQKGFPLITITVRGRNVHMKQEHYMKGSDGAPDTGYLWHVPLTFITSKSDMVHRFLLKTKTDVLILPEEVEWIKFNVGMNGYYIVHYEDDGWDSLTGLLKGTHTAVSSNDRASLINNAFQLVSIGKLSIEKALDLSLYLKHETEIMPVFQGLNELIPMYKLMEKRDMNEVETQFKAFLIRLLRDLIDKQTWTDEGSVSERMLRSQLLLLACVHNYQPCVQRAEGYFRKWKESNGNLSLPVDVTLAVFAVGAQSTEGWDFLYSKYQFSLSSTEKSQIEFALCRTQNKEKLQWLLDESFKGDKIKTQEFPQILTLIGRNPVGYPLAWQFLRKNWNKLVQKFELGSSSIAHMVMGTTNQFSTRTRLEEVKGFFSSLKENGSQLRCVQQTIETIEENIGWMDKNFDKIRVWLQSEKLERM
Starred values were filed as active, the others as inactive; ? = inconclusive; . = not tested or not shown; & = joins results of further samples. An excerpt. The share of hits here may be higher or lower than overall.

SMILES	XiGFP reactiv	Cneo AK release	C2C12 statin	LGR2 antag	PGC1a acetyl inh	S100A4 inh HTS	SIRT5 inh	ERAP1 HTS inh
CCNC(=O)NC(=O)C(C)OC(=O)c1c(C)nn(Cc2ccccc2Cl)c1Cl (stereo unspecified)	0.0	.	.	-5	.	13	-1	0
CCOC(=O)[C@]12Cc3cc(Cl)ccc3[C@H]1N(C(C)C)C(=O)c1ccccc12	1.0	.	.	73*	.	5	1	.
Cc1cccc(C)c1OP(N)(=O)Oc1c(C)cccc1C	0.0	.	0	3	3	-15	0	6
OC1(c2ccc(F)cc2)CC2CCC(C1)N2Cc1nnnn1C1CCCCC1 (stereo unspecified)	.	.	-1	0	.	-1	3	3
CC12CCC(=O)C=C1CC(N1CC1)C1C2CCC2(C)C(O)CCC12 (stereo unspecified)	0.0	.	.	-38	.	-2	.	1
COC(=O)C1=C(c2cccc(OCc3ccccc3)c2)C[C@@H]2CC[C@H]1N2C(=O)NCCN1CCOCC1	0.1	1	2	6	.	-6	13	1
CCOC(=O)[C@]12Cc3ccccc3[C@H]1N(C(C)C)C(=O)c1ccccc12	-0.1	.	.	?	.	0	3	-7
CCCCCCN1CCN(c2ccccc2Cl)CC1	0.0	1	-5	-16	-4	-6	-1	2
NNCc1ccccc1	-0.1&0.2	0&1	9&3	-61&-22	-6&15	-8&-1	1&0	-2&3
CCN1CCc2ccccc2C1	-0.1	.	.	11	6	-5	0	-1
CCCNC(=O)N1[C@@H]2c3ccc(-c4cccc(C(=O)N(C)C)c4)c(=O)n3C[C@H]1[C@H](CO)[C@H]2C(=O)O	0.4	.	.	2	-1	1	-26	1
Cc1ccccc1C(=O)N1Cc2cnnn2-c2ccccc2C1C#N (stereo unspecified)	-0.2	3	6	8	1	5	-6	-2
COC(=O)C1=C(c2cccc(OC)c2OC)C[C@@H]2CC[C@H]1N2C(=O)NCc1ccccc1	-0.1	-1	4	-2	.	2	0	-2
O=C(Cc1cccnc1)N1CCCCN2[C@H](CO)[C@@H](c3ccc(C#CC4CC4)cc3)[C@H]2C1	.	51	.	.	15	0	0	2
Cc1c(N=Cc2c(O)n(Cc3ccccc3)c(=O)[nH]c2=O)c(=O)n(-c2ccccc2)n1C	0.1	.	.	10	.	3	2	2
CSc1ccc(C(=O)C2CCCN(Cc3cc4ccccc4[nH]3)C2)cc1 (stereo unspecified)	0.2	32	1	23	-4	-1	1	-9
COC(=O)CC1(CC(=O)OC)C(=O)N(c2ccccc2)C(=O)N(c2ccccc2)C1=O	0.1	6	-3	3	7	-1	-3	0
O=c1cccc2n1CC1CC2CN(Cc2c(F)cccc2Cl)C1 (stereo unspecified)	.	4	8	10	-2	1	2	-4
CC(C)n1c(O)c(C=NCc2ccccc2)c(=O)[nH]c1=S	0.0	.	.	-4	.	-3	6	2
COC(=O)C1=C(c2ccccc2OCc2ccccc2)C[C@@H]2CC[C@H]1N2C(=O)NCc1cccc(C(F)(F)F)c1	0.0	6	-13	6	.	-10	4	-6
COC(=O)C1=C(c2ccc(F)cc2OCc2ccccc2)C[C@@H]2CC[C@H]1N2C(=O)NCCCc1ccccc1	0.0	-2	-19	24	.	-5	13	-6
COc1ccc2nc3c(C)n(C)ccc-3c2c1	0.3	.	.	-3	.	-3	.	-1
CN(C)C(=O)Oc1ccc([N+](=O)[O-])cc1	0.2	.	11	3	7	-5	-5	12
COc1cc(C[C@@H](C)N)c(OC)cc1I	0.0	-3	0	-8	7	-4	-6	0
Cc1ccccc1-c1ccc2c(c1)CNCc1cnnn1-2	.	1	0	-15	-1	-3	-9	18

Ordered by count of non-hydrogen atoms (high to low): part of the list above
SMILES	XiGFP reactiv	Cneo AK release	C2C12 statin	LGR2 antag	PGC1a acetyl inh	S100A4 inh HTS	SIRT5 inh	ERAP1 HTS inh
COC(=O)C1=C(c2ccccc2OCc2ccccc2)C[C@@H]2CC[C@H]1N2C(=O)NCc1cccc(C(F)(F)F)c1	0.0	6	-13	6	.	-10	4	-6
COC(=O)C1=C(c2ccc(F)cc2OCc2ccccc2)C[C@@H]2CC[C@H]1N2C(=O)NCCCc1ccccc1	0.0	-2	-19	24	.	-5	13	-6
COC(=O)C1=C(c2cccc(OCc3ccccc3)c2)C[C@@H]2CC[C@H]1N2C(=O)NCCN1CCOCC1	0.1	1	2	6	.	-6	13	1
CCCNC(=O)N1[C@@H]2c3ccc(-c4cccc(C(=O)N(C)C)c4)c(=O)n3C[C@H]1[C@H](CO)[C@H]2C(=O)O	0.4	.	.	2	-1	1	-26	1
COC(=O)C1=C(c2cccc(OC)c2OC)C[C@@H]2CC[C@H]1N2C(=O)NCc1ccccc1	-0.1	-1	4	-2	.	2	0	-2
CCNC(=O)NC(=O)C(C)OC(=O)c1c(C)nn(Cc2ccccc2Cl)c1Cl (stereo unspecified)	0.0	.	.	-5	.	13	-1	0
CCOC(=O)[C@]12Cc3cc(Cl)ccc3[C@H]1N(C(C)C)C(=O)c1ccccc12	1.0	.	.	73*	.	5	1	.
Cc1ccccc1C(=O)N1Cc2cnnn2-c2ccccc2C1C#N (stereo unspecified)	-0.2	3	6	8	1	5	-6	-2
CC12CCC(=O)C=C1CC(N1CC1)C1C2CCC2(C)C(O)CCC12 (stereo unspecified)	0.0	.	.	-38	.	-2	.	1
CC(C)n1c(O)c(C=NCc2ccccc2)c(=O)[nH]c1=S	0.0	.	.	-4	.	-3	6	2
COc1ccc2nc3c(C)n(C)ccc-3c2c1	0.3	.	.	-3	.	-3	.	-1
CN(C)C(=O)Oc1ccc([N+](=O)[O-])cc1	0.2	.	11	3	7	-5	-5	12
CCN1CCc2ccccc2C1	-0.1	.	.	11	6	-5	0	-1
NNCc1ccccc1	-0.1&0.2	0&1	9&3	-61&-22	-6&15	-8&-1	1&0	-2&3

Following part.
SMILES	XiGFP reactiv	Cneo AK release	C2C12 statin	LGR2 antag	PGC1a acetyl inh	S100A4 inh HTS	SIRT5 inh	ERAP1 HTS inh
COc1ccccc1-n1c(-c2ccoc2)nc2ccccc2c1=O	.	1	5	-13	-17	.	.	.
O=C(c1cnn2c(C(F)(F)F)cc(-c3ccccc3)nc12)N1CCC2(CC1)OCCO2	.	-3	-4	11	-10	.	.	.
O=C1CN(O)C(c2ccccc2)=c2cc(Br)ccc2=N1	0.3	2	-4	-4	-7	-1	3	0
O=C1CC(=O)N(Cc2ccccc2)C(=O)N1Cc1ccccc1	0.0	.	.	2	.	-4	.	0
CCOc1ccc(NC(=O)CCNC(=O)N2C[C@H]3C[C@@H](C2)c2cccc(=O)n2C3)cc1	.	-3	3	15	0	0	.	.
Cc1cc(OCc2cc(C(=O)O)oc2C)c2c3c(c(=O)oc2c1)CCCC3	.	-1	23	-10	3	-1	-10	4
COc1ccc2c(c1OC)C(=O)OC2c1c(O)n(Cc2ccc(F)cc2)c(=O)[nH]c1=O (stereo unspecified)	.	0	-2	-10	11	.	.	.
CC(C)N=C(NC(C)C)N1CC1	0.3	-1	2	-5	4	2	.	-2
Cc1nc2ccccc2c(=O)n1-c1c(Cl)cccc1Cl	0.0	1	12	9	-12	-4	.	-1
CNCC(C)c1ccccc1 (stereo unspecified)	0.1	.	.	-5	.	-13	-4	0
CCCNC(=O)N1[C@@H]2Cn3c(ccc(-c4ccccc4OC)c3=O)[C@H]1[C@@H](C(=O)O)[C@@H]2CO	0.0	3	-16	10	.	6	-21	-2
CC/C(=N\NC(N)=O)c1c(O)[nH]c(=O)[nH]c1=O	0.2	.	.	2	.	-1	-1	-1
COc1ccc(C#Cc2ccc([C@H]3[C@@H](CO)N4CCCCN(C(=O)Cc5cccnc5)C[C@H]34)cc2)cc1	0.0	1	.	-11	18	-13	0	0
CCC(CO)NC(=O)C1C=C2c3cccc4[nH]cc(c34)CC2N(C)C1 (stereo unspecified)	0.0	0	2	-4	4	16	-17	3
O=C1CNC[C@H]2[C@@H](c3ccc(Br)cc3)[C@@H](CO)N12	0.1	.	.	8	0	2	-2	-3
CN(C)/C=C(\C=[N+](C)C)c1[nH]ncc1[N+](=O)[O-]	0.0	0	2	9	-4	-3	4	-1
O=c1[nH]c(=S)n(C2CC2)c(O)c1/C=N/N1CCOCC1	0.1	.	.	32	.	-16	-1	2
C[C@@H]1C(=O)O[C@H]2[C@H](O)[C@]34[C@@H]5OC(=O)[C@]3(OC3OC(=O)[C@H](O)C34[C@H](C(C)(C)C)[C@@H]5O)[C@@]12O (stereo partly specified)	0.3	-2	1	2	-7	2	1	2
CC(C)NC(C)Cc1ccc(I)cc1 (stereo unspecified)	0.3	-2	7	9	-4	-4	-1	0
COC1/C=C/C=C(\C)Cc2cc(O)c(Cl)c(c2)N(C)C(=O)CC(OC(=O)C(C)C)C2(C)OC2C(C)C2CC1(O)NC(=O)O2 (stereo unspecified)	1.3	.	.	-10	.	-2	-2	0
CCOC(=O)[C@]12Cc3cc(OC)ccc3[C@H]1N(C)C(=O)c1ccccc12	-0.1	.	.	11	.	2	-2	.
COC(=O)[C@H]1[C@H](CO)[C@H]2Cn3c(ccc(-c4ccccc4F)c3=O)[C@@H]1N2C(=O)C1CC1	0.3	-3	-3	-6	-5	-5	-8	1
C/C(=N\NC(=O)c1ccccc1)c1c(O)n(C2CCCCC2)c(=O)[nH]c1=O	0.0	-1	95*	18	9	0	9	-2
CC(C)NC(=O)c1ccc(N2CC3CC(C2)c2cccc(=O)n2C3)c([N+](=O)[O-])c1 (stereo unspecified)	0.0	2	7	-5	8	-8	-4	8
CCCCOc1ccc(CCN)cc1Cl	0.0	.	.	-13	.	48	7	0
Cc1ccccc1-c1ccc([C@@H]2[C@H]3CN(C(=O)Cc4ccccn4)CCCCN3[C@H]2CO)cc1	0.0	0	.	5	.	9	3	2
COC(=O)c1ccccc1N=Cc1c(O)[nH]c(=S)[nH]c1=O	0.0	.	.	1	-3	-34	1	4
CCN1[C@@H]2Cn3c(ccc(-c4cccc(C(=O)N(C)C)c4)c3=O)[C@H]1[C@@H](C(=O)OC)[C@@H]2CO	0.4	-4	-24	-2	.	-26	-1	-2
CCOC(=O)[C@]12Cc3cc(OC)ccc3[C@H]1N(C(C)C)C(=O)c1ccccc12	-0.1	.	.	?	.	4	-3	-2
O=C1C(=O)c2ccccc2-c2ccccc21	?	-6&-9	-239	104*	38	3	-1	0
